Compound activity (PubChem)
Tb MetRS inh: blocks T. brucei methionyl-tRNA synthetase activity; purified T. brucei MetRS, ATP depletion, Kinase-Glo luminescence; inhibition, % at 11.9 µM; hit rate 0.4% among 360,000; AID 624268;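 active means inhibition above a per-plate cutoff of the control wells' mean inhibition plus 3 SD, cut at about 5.5% in these data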;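 further: 0% = DMSO wells median and 100% = median of wells with control inhibitor compound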
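Test system – parasite MetRS enzyme · Reagent – substrates ATP, L-methionine and bulk Escherichia coli tRNA · Doses – 11.9 µM compound single dose, 0.9% DMSO · Times – 15 min enzyme-compound preincubation, 2 h reaction, 10 min detection, 25 °C · Signal – Kinase-Glo luminescence, ATP depletion format · Controls – DMSO-only wells as low control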
MsrA inhibitor: bovine MsrA inhibition; purified bovine MsrA, absorbance read-out; inhibition, % at 15.5 µM; hit rate 0.75% among 360,000; in the data active means inhibition above about 4.5%;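 further: 0% = vehicle wells with enzyme and 100% = reference inhibitor wells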
Scp-1 inhibitor: blocks human Scp-1 phosphatase activity | inhibition, % at 20 µM | Q9GZU7 | Recombinant Scp1, phosphopeptide, malachite green phosphate absorbance | hit rate 0.88% among 340,000;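 active means inhibition above about 50% at 20 µM, limit read from the data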;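 further: plate controls were DMSO wells with enzyme for no effect and wells lacking enzyme for full effect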
Target sequence (Q9GZU7 76-261 limits assumed): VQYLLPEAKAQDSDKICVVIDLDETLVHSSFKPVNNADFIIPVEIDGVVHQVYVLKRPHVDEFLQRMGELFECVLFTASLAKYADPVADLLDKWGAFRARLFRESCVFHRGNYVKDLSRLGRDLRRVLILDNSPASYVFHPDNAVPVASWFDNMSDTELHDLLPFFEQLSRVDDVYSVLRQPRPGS
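assay system = SCP-1 phosphatase catalytic domain, residues 76-261 | buffer or medium = 50 mM Tris acetate pH 5.5, 0.005% Tween-20, 10 mM MgCl2 | incubation = enzyme reaction 45 min at room temperature, colour 5 min, stabilisation 30 min | signal = Phosphate-binding colour reagent, absorbance read at 630 nm | measure = % inhibition at 20 µM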
LMPTP inh: blocks human LMPTP phosphatase; recombinant LMPTP-A, OMFP fluorogenic substrate, fluorescence intensity; inhibition, % at 20 µM; hit rate 0.22% among 360,000;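 active means compounds that cut the enzyme signal by at least half of the control window in the single-dose screen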;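 further: plate controls were DMSO wells with enzyme plus substrate for no effect and substrate without enzyme for full effect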
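Buffer or medium: Bis-Tris pH 6.0, DTT, detergent; Assay system: LMPTP-A enzyme; Quantity: 0.625 nM enzyme; Detection: endpoint fluorescence intensity; Times: 50 min dark incubation at room temperature; Controls: substrate-only low control, DMSO enzyme-plus-substrate high control; Doses: single 20 µM dose; Read-out: percent inhibition versus substrate-only and uninhibited controls; Reagent: 400 µM OMFP.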
SUMO1 PPI mod: modulators of human SUMO1-mediated protein-protein interactions. P63165. SUMO1 binding to a labelled peptide, TR-FRET, 1 h. inhibition, % at 20 µM. hit rate 0.33% among 360,000; in the data active means inhibition above about 37%
DNMT1 block: inhibitors of human DNMT1 | P26358 | DNMT1 molecular beacon, Hinp1I cleavage, fluorescence | inhibition (reported as % activation of signal), % at 10 µM | hit rate 0.83% among 360,000 | AID 588458; in the data active means inhibition above about 50%
STEP inh: inhibitors of human striatal-enriched phosphatase STEP; recombinant STEP, OMFP fluorogenic substrate, fluorescence; inhibition, % at 20 µM; hit rate 0.25% among 360,000; AID 588621;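 active means inhibition at 20 µM, scaled per plate between control wells, above about 37%, limit read from the data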;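 further: 0% = DMSO with enzyme and substrate and 100% = substrate only without enzyme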
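System: isolated STEP enzyme; schedule: 20 min enzyme reaction at room temperature, protected from light; medium: Bis-Tris buffer pH 6.0, 2.5 mM DTT, 0.005% Tween 20; signal: fluorescence, 480/540 nm; dosing: single compound dose of 20 µM, 1% DMSO final; also added: OMFP substrate, 25 µM final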
NRP1-CendR mod: NRP-1/CendR interaction modulation. FAM-RPARPAR peptide binding to NRP-1, fluorescence polarization. inhibition, % at 25 µM. hit rate 0.85% among 360,000;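 active means inhibition or corrected inhibition above about 18%, plus a signal ratio from 0.5 to 1.5, limit read from the data, passing the limit was not always enough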; further: strong numbers were not always called active
Target sequence (O14786 whole entry, looked up): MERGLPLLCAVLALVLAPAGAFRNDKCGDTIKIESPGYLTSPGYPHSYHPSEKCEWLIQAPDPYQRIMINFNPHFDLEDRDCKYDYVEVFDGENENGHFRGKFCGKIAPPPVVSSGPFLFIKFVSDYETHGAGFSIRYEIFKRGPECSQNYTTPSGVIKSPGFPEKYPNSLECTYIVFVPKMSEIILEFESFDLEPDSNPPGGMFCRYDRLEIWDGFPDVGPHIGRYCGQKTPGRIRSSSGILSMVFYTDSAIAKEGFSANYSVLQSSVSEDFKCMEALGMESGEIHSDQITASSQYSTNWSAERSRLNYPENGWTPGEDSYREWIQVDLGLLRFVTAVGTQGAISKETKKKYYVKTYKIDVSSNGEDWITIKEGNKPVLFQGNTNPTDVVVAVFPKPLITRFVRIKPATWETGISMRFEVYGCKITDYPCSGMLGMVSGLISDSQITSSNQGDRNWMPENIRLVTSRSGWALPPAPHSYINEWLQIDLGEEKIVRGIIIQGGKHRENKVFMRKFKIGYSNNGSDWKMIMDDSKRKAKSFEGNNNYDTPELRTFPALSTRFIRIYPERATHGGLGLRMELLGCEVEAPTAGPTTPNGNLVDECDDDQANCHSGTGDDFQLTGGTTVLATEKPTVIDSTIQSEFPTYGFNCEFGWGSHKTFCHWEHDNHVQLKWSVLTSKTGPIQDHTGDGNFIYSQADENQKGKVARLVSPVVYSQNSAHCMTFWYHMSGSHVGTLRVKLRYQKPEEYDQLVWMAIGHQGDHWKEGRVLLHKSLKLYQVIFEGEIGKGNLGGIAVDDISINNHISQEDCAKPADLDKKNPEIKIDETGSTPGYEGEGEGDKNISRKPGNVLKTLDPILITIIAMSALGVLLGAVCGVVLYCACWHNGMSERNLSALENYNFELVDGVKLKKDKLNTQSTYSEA
MsrA act: activates bovine MsrA enzyme; purified bovine MsrA, absorbance read-out; activation, % at 10.6 µM; hit rate 0.3% among 360,000; AID 602163; in the data active means activation above about 7.5%;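 further: 0% = vehicle and 100% = reference activator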
eLon inh: E. coli protease La inhibition; P0A9M0; purified E. coli Lon protease, fluorescence polarization; inhibition, % at 7.94 µM; hit rate 0.42% among 360,000; in the data active means inhibition above about 13%, passing the limit was not always enough;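 further: 0% = enzyme with probe and DMSO and 100% = no enzyme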
Active calls of the source: *.

For COc1ccc(/C=C/C(=O)Nc2cc(C(F)(F)F)ccc2Cl)cc1OC the results were Tb MetRS inh -0.3, MsrA inhibitor -0.3, Scp-1 inhibitor -10, LMPTP inh 4.2, SUMO1 PPI mod -5, DNMT1 block 3, STEP inh 2, NRP1-CendR mod 6, MsrA act -2 and eLon inh 2.
For Cc1ccc(OCC(=O)NC(=S)Nc2ccccn2)c(Br)c1 the results were Tb MetRS inh -0.8, MsrA inhibitor 0.2, Scp-1 inhibitor 0, LMPTP inh -1.4, SUMO1 PPI mod 0, DNMT1 block 4, STEP inh -2, NRP1-CendR mod 6, MsrA act -1 and eLon inh -10.
COc1ccc(CNC(=O)C2CC=CCC2C(=O)O)cc1OC (stereo not drawn) was read as Tb MetRS inh -1.2, MsrA inhibitor -0.1, Scp-1 inhibitor -1, LMPTP inh -1.0, SUMO1 PPI mod -2, DNMT1 block 2, STEP inh -3, NRP1-CendR mod 1, MsrA act -5 and eLon inh -11.
`COc1cc(/C=C2\SC(N)=NC2=O)cc(Br)c1O` gave Tb MetRS inh -1.1, MsrA inhibitor 0.0, Scp-1 inhibitor 4, LMPTP inh -17, SUMO1 PPI mod -41, DNMT1 block 3, STEP inh -1, NRP1-CendR mod -159, MsrA act -7 and eLon inh -277.
For O=C(NCc1ccc2c(c1)OCO2)Nc1ccc2ccccc2c1 the results were Tb MetRS inh -1.1, MsrA inhibitor -0.8, Scp-1 inhibitor 3, LMPTP inh -1.0, SUMO1 PPI mod -3, DNMT1 block 7, STEP inh -2, NRP1-CendR mod 11, MsrA act -3 and eLon inh 10.
For CCN(CC(=O)Nc1cc(Cl)ccc1C)C(=O)COc1ccccc1F the results were Tb MetRS inh -0.8, MsrA inhibitor -1.7, Scp-1 inhibitor -9, LMPTP inh -2.2, SUMO1 PPI mod -2, DNMT1 block 0, STEP inh -1, NRP1-CendR mod 6, MsrA act -7 and eLon inh -2.
CCOC(=O)c1c(N2C(=O)CC(Sc3ccccc3C(=O)O)C2=O)sc(C)c1C (stereo not drawn) was read as Tb MetRS inh -0.3, MsrA inhibitor 1.5, Scp-1 inhibitor -14, LMPTP inh -0.3, SUMO1 PPI mod 4, DNMT1 block 5, STEP inh -4, NRP1-CendR mod 0, MsrA act -6 and eLon inh -9.
`Cc1ccc(S(=O)(=O)N2CCCCC2)cc1NC(=O)c1ccc(=O)[nH]c1` gave Tb MetRS inh -0.2, MsrA inhibitor -0.1, LMPTP inh 54*, SUMO1 PPI mod 12, DNMT1 block 10, STEP inh 54*, NRP1-CendR mod 7, MsrA act -2 and eLon inh -15.
Screening CN(C)c1ccc(-c2noc(C3CCN(S(=O)(=O)c4cccc(C(=O)O)c4)CC3)n2)cc1 returned Tb MetRS inh 0.2, MsrA inhibitor 1.6, Scp-1 inhibitor 3, LMPTP inh 0.4, SUMO1 PPI mod 2, DNMT1 block -1, STEP inh 0, NRP1-CendR mod -2, MsrA act -3 and eLon inh -2.
Screening CCc1nc(C)cn1S(=O)(=O)c1cc(Br)ccc1OC returned Tb MetRS inh -1.0, MsrA inhibitor -0.8, Scp-1 inhibitor 5, LMPTP inh -1.9, SUMO1 PPI mod 1, DNMT1 block 5, STEP inh -3, NRP1-CendR mod 3, MsrA act -6 and eLon inh -14.
Oc1c(Br)cc(Br)cc1C=NCc1ccc(F)cc1 was read as Tb MetRS inh 0.5, MsrA inhibitor 1.2, Scp-1 inhibitor -4, LMPTP inh 1.6, SUMO1 PPI mod -1, DNMT1 block 1, STEP inh 5, NRP1-CendR mod -98, MsrA act -2 and eLon inh -5.
Screening NC(=O)CC(NC(=O)Cc1ccc(Br)cc1)c1ccc(NC2CC3CCC2C3)c([N+](=O)[O-])c1 (stereo not drawn) returned Tb MetRS inh -0.1, MsrA inhibitor -1.0, Scp-1 inhibitor -5, LMPTP inh 4.2, SUMO1 PPI mod -18, DNMT1 block -14, STEP inh 3, NRP1-CendR mod 14, MsrA act -6 and eLon inh -14.
O=C(OCc1ccc([N+](=O)[O-])cc1)C1CCN(S(=O)(=O)c2ccccc2)CC1 was read as Tb MetRS inh 0.6, MsrA inhibitor -1.0, Scp-1 inhibitor -20, LMPTP inh 1.1, SUMO1 PPI mod 8, DNMT1 block -4, STEP inh 4, NRP1-CendR mod 2, MsrA act -3 and eLon inh 7.
`CCOC(=O)C1CCCN(c2ncnc3c2cnn3-c2ccc(Cl)cc2)C1` (stereo not drawn) gave Tb MetRS inh -0.3, MsrA inhibitor 1.5, Scp-1 inhibitor -2, LMPTP inh 2.4, SUMO1 PPI mod 1, DNMT1 block -6, STEP inh 3, NRP1-CendR mod -3, MsrA act -2 and eLon inh 2.
O=C1NC(=O)C(=C2CCCCCC2)S1 was read as Tb MetRS inh -0.6, MsrA inhibitor -2.0, Scp-1 inhibitor -3, LMPTP inh -4.0, SUMO1 PPI mod -4, DNMT1 block 1, STEP inh 1, NRP1-CendR mod -2, MsrA act -4 and eLon inh -17.
`CCN(CC)S(=O)(=O)c1ccc(NCc2ccccn2)nc1` gave Tb MetRS inh -0.8, MsrA inhibitor 1.5, Scp-1 inhibitor 0, LMPTP inh -1.6, SUMO1 PPI mod 2, DNMT1 block 0, STEP inh 0, NRP1-CendR mod -1, MsrA act -1 and eLon inh -7.
CCc1cc(CNC(=O)CC2C(=O)NCCN2CC2CCCCC2)on1 (stereo not drawn) was read as Tb MetRS inh -0.3, MsrA inhibitor -0.1, Scp-1 inhibitor -7, LMPTP inh -1.8, SUMO1 PPI mod 0, DNMT1 block -1, STEP inh -1, NRP1-CendR mod -11, MsrA act -1 and eLon inh 4.
`Cc1cc(C(=O)COC(=O)c2ccc(CO)cc2)c(C)n1CC1COc2ccccc2O1` (stereo not drawn) gave Tb MetRS inh 0.0, MsrA inhibitor 1.0, Scp-1 inhibitor -12, LMPTP inh 1.6, SUMO1 PPI mod 5, DNMT1 block -14, STEP inh 1, NRP1-CendR mod -4, MsrA act 1 and eLon inh 4.
O=C(CSc1ncccc1C(=O)O)NC1CCCCCCC1 was read as Tb MetRS inh -0.1, MsrA inhibitor 0.8, Scp-1 inhibitor -5, LMPTP inh -0.6, SUMO1 PPI mod -1, DNMT1 block 0, STEP inh 1, NRP1-CendR mod 6, MsrA act -4 and eLon inh -11.
COc1cccc(N2C(=O)C3CCCN3C2c2ccc(F)cc2)c1 (stereo not drawn) was read as Tb MetRS inh 0.0, MsrA inhibitor 2.3, Scp-1 inhibitor -2, LMPTP inh 0.3, SUMO1 PPI mod 1, DNMT1 block -12, STEP inh -4, NRP1-CendR mod -6, MsrA act -1 and eLon inh -7.

Filtered by structure: the compounds so far containing a nitro group on carbon (2)
Screening NC(=O)CC(NC(=O)Cc1ccc(Br)cc1)c1ccc(NC2CC3CCC2C3)c([N+](=O)[O-])c1 (stereo not drawn) returned Tb MetRS inh -0.1, MsrA inhibitor -1.0, Scp-1 inhibitor -5, LMPTP inh 4.2, SUMO1 PPI mod -18, DNMT1 block -14, STEP inh 3, NRP1-CendR mod 14, MsrA act -6 and eLon inh -14.
O=C(OCc1ccc([N+](=O)[O-])cc1)C1CCN(S(=O)(=O)c2ccccc2)CC1 was read as Tb MetRS inh 0.6, MsrA inhibitor -1.0, Scp-1 inhibitor -20, LMPTP inh 1.1, SUMO1 PPI mod 8, DNMT1 block -4, STEP inh 4, NRP1-CendR mod 2, MsrA act -3 and eLon inh 7.

The main list resumes; the 2 compounds before the break are reprinted first.
O=C(CSc1ncccc1C(=O)O)NC1CCCCCCC1 was read as Tb MetRS inh -0.1, MsrA inhibitor 0.8, Scp-1 inhibitor -5, LMPTP inh -0.6, SUMO1 PPI mod -1, DNMT1 block 0, STEP inh 1, NRP1-CendR mod 6, MsrA act -4 and eLon inh -11.
COc1cccc(N2C(=O)C3CCCN3C2c2ccc(F)cc2)c1 (stereo not drawn) was read as Tb MetRS inh 0.0, MsrA inhibitor 2.3, Scp-1 inhibitor -2, LMPTP inh 0.3, SUMO1 PPI mod 1, DNMT1 block -12, STEP inh -4, NRP1-CendR mod -6, MsrA act -1 and eLon inh -7.
`CCn1c(CC(=O)Nc2ccccc2)nnc1SCC(=O)Nc1nnc(C)s1` gave Tb MetRS inh -0.5, MsrA inhibitor -0.3, Scp-1 inhibitor 6, LMPTP inh 0.0, SUMO1 PPI mod -1, DNMT1 block 1, STEP inh -1, NRP1-CendR mod 10, MsrA act -3 and eLon inh 0.
Screening COc1cccc(-n2nnnc2SCC(=O)NCc2ccco2)c1 returned Tb MetRS inh -0.7, MsrA inhibitor -0.4, Scp-1 inhibitor 5, LMPTP inh -0.6, SUMO1 PPI mod -2, DNMT1 block 4, STEP inh 0, NRP1-CendR mod -1, MsrA act -5 and eLon inh 7.
`CSc1ccc(S(=O)(=O)NCCCn2ccnc2)cc1` gave Tb MetRS inh -0.1, MsrA inhibitor -1.8, Scp-1 inhibitor -5, LMPTP inh -2.1, SUMO1 PPI mod 0, DNMT1 block -2, STEP inh -3, NRP1-CendR mod 20, MsrA act 0 and eLon inh 7.
`COC(=O)c1cc(Oc2ccc(C(=O)OC)cc2N)cc(C(=O)OC)c1` gave Tb MetRS inh -1.2, MsrA inhibitor 0.5, Scp-1 inhibitor 7, LMPTP inh -0.6, SUMO1 PPI mod 0, DNMT1 block 1, STEP inh 1, NRP1-CendR mod -9, MsrA act -12 and eLon inh -3.
For CC1CCCCC1NC(=O)COC(=O)CCC(=O)c1cccs1 (stereo not drawn) the results were Tb MetRS inh -0.3, MsrA inhibitor -0.9, Scp-1 inhibitor -2, LMPTP inh -0.9, SUMO1 PPI mod -3, DNMT1 block -2, STEP inh -2, NRP1-CendR mod 6, MsrA act 1 and eLon inh 3.
`COc1cccc(CN2CCN(C(=S)NCc3ccc(Cl)cc3)CC2)c1` gave Tb MetRS inh -0.7, MsrA inhibitor -0.6, Scp-1 inhibitor 18, LMPTP inh 0.3, SUMO1 PPI mod 1, DNMT1 block 1, STEP inh 0, NRP1-CendR mod 15, MsrA act -8 and eLon inh 1.
CCCCNc1cc(NC(C)=O)cc2cc(OC)c(OC)cc12 was read as Tb MetRS inh -0.7, MsrA inhibitor -1.2, Scp-1 inhibitor -4, LMPTP inh 1.0, SUMO1 PPI mod -1, DNMT1 block -21, STEP inh -2, NRP1-CendR mod -69, MsrA act -2 and eLon inh -81.
COc1ccc(CN(C)C(=O)c2ccc(NS(=O)(=O)c3ccc(F)cc3)cc2)c(OC)c1 was read as Tb MetRS inh -0.2, MsrA inhibitor -0.1, Scp-1 inhibitor -6, LMPTP inh 2.1, SUMO1 PPI mod 0, DNMT1 block 0, STEP inh 0, NRP1-CendR mod -2, MsrA act -3 and eLon inh 2.
For CCOC(=O)C(=CNc1ccc2c(c1)c1ccccc1n2CC)C(=O)OCC the results were Tb MetRS inh -0.3, MsrA inhibitor 0.0, Scp-1 inhibitor -11, LMPTP inh 2.7, SUMO1 PPI mod 0, DNMT1 block -5, STEP inh 4, NRP1-CendR mod 4, MsrA act -1 and eLon inh 0.
